Compound activity from PubChem BioAssay.
CRFBP-R2 block: antagonists of CRF-binding protein/CRF-R2 receptor complex; 350,000 compounds, 0.59% hits; HEK293 CRF-R2/CRF-BP, CRF-induced calcium fluorescence; inhibition, % at 11.8 µM;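 active = inhibition of the ligand-induced calcium signal above about 50% at the single tested concentration, limit read from the data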
IDE act: activators of human insulin-degrading enzyme in cells; P14735; HEK cells, FAbeta-B cleavage, fluorescence polarization; 0% vehicle, 100% cell-free pure enzyme wells; activation, % at 5.96 µM; 340,000 compounds, 0.073% hits; AID 493087;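 active = activation above the mean of all tested compounds plus 3 SD, set per screening campaign, cut at about 17% in these data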
GalR3 antagonist: blocks the human galanin receptor 3 | O60755 | HEK293 GalR3-CNG cAMP membrane potential fluorescence; galR3 body fused to GalR1 C-terminus | inhibition, % at 3 µM | 360,000 compounds, 0.44% hits;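 active = inhibition above the screen-wide average plus 3 SD, cut at about 13% in these data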;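 note: forskolin and galanin both at EC90 stimulate the cells; cAMP rise reported by CNG channel membrane potential dye signal; 0% = forskolin plus galanin with DMSO and 100% = forskolin alone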
Target sequence (O60755 1-299 limits assumed): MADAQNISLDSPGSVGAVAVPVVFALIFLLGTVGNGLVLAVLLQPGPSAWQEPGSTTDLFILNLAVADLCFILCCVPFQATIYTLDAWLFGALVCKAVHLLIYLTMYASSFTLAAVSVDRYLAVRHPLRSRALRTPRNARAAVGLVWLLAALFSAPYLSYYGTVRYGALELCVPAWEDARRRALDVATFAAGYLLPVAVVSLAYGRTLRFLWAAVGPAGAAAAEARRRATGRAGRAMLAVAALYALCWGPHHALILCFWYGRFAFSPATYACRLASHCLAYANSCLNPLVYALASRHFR
M4 PAM: positive allosteric modulators of human muscarinic M4 receptor. P08173. CHO-K1 hM4/Gqi5, Fluo-8 calcium fluorescence, ACh EC20; 0% = ACh EC20, 100% = maximal ACh. activation, % at 3 µM. 360,000 compounds, 0.4% hits;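 active = activation above its plate's cutoff, the mean activation of sample wells plus 3 SD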; note: some results filed as inactive read as strong as hits
Target sequence (P08173 whole entry, looked up): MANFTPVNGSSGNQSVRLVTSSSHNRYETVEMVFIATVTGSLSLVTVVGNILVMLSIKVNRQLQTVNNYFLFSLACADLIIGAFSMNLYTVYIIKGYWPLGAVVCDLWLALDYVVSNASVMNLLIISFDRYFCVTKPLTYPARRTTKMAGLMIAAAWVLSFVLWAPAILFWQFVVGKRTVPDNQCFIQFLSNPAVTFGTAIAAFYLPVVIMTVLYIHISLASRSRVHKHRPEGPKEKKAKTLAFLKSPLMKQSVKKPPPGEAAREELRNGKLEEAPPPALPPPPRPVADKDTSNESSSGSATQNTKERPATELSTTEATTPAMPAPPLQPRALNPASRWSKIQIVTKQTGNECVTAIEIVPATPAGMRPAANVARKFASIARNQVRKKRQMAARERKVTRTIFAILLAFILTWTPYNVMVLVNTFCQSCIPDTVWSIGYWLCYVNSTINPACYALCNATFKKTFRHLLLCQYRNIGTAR
PHOSPHO1 block: blocks human PHOSPHO1 phosphatase activity. Q8TCT1. recombinant PHOSPHO1, absorbance phosphatase assay. inhibition, % at 13.3 µM. 290,000 compounds, 1.1% hits; in the data active = inhibition above about 60%
Target sequence (Q8TCT1 whole entry, looked up): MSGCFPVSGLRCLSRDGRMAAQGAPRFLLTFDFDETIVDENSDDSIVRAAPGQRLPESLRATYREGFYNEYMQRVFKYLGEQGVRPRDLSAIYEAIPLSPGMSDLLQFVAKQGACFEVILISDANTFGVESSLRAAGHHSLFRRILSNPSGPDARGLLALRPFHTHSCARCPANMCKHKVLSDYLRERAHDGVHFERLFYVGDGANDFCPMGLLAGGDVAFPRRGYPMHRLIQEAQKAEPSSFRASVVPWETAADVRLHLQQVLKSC
IDE inh: inhibits human insulin-degrading enzyme in HEK cells | FAbetaB cleavage, fluorescence polarization | inhibition, % at 5.59 µM | 320,000 compounds, 0.41% hits | AID 434962;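 active = percent inhibition above the average of all tested compounds plus 3 SD, set per screening campaign, cut at about 16% in these data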;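 note: IDE supplied by intact live HEK cells; FP after avidin binding of uncleaved biotin substrate so inhibition keeps polarization high; 0% = DMSO wells and 100% = 60 µM reference IDE inhibitor Ii1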
CRFBP-R2 agonist: CRF-BP/CRF-R2 complex agonism | HEK293 CRF-R2/CRF-BP, calcium dye fluorescence (FLIPR); percent of saturating CRF peptide response | activation, % at 13.2 µM | 350,000 compounds, 0.46% hits | AID 588473;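 active = activation of at least 50%, plus an integration ratio under a set limit after plate pattern correction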;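 note: plate controls were neutral control wells without compound for no effect and CRF at EC100 for full effect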
MEKK3 PB1 HTS: MEKK3-MEK5 PB1 interaction, increase or decrease | bead-based flow cytometry, Alexa488-MEK5 binding to MEKK3; actives lie on both sides; 0 = blocked by unlabeled MEK5, 100 = vehicle | 290,000 compounds, 1.4% hits | Q99759 | binding response (% of control), % at 10 µM;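 active = binding response more than 3 SD above or below the average of its plate-row segment, actives on both sides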;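 note: Alexa488 bead fluorescence after subtracting the streptavidin-only scavenger bead signal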
p-CIP stab down: lowers stability of the mouse p/CIP coactivator protein | Q05BA5 | F442A p/CIP-EGFP cells, EGFP fluorescence, 16 h | decrease of EGFP signal, % at 10 µM | 290,000 compounds, 0.01% hits | AID 1984;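 active = EGFP signal decrease of at least 30% at 10 µM or well 3 SD below plate mean, unless failing retest; inactive = the rest, including hits failing retest or dose response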; note: some compounds called inactive have numbers as strong as hits; many of its hits are not listed in these tables
An asterisk follows results filed as active; nt = no result given; & = joins results of further samples.

Below each SMILES – GalR3 antagonist	MEKK3 PB1 HTS	p-CIP stab down	PHOSPHO1 block	CRFBP-R2 block	IDE inh	IDE act	CRFBP-R2 agonist	M4 PAM
- Cc1ccc(S(=O)(=O)C2(C(=O)N3CCN(c4cc(C)ccc4C)CC3)CC2)cc1
 : 1	98	-6	-23	16	1	5	-2.0	-9
- Nc1c(N(Cc2ccco2)C(=O)c2ccccc2F)c(=O)[nH]c(=O)n1Cc1ccccc1
 : -2	nt	nt	nt	10	nt	0	1.7	4
- CCCC[C@@H]1CN=C(N)N1CCc1cc(C(F)(F)F)cc(C(F)(F)F)c1
 : -8	103	-30	39	-5	4	6	6.8	-12
- O=C(O)c1cc(O)c2c(c1)[C@H]([C@H]1c3cc(C(=O)O)cc(O)c3C(=O)c3c(O[C@@H]4O[C@H](CO)[C@@H](O)[C@H](O)[C@H]4O)cccc31)c1cccc(OC3O[C@H](CO)[C@@H](O)[C@H](O)[C@H]3O)c1C2=O (some centres not stated)
 : nt	nt	nt	nt	-12	2	5	-1.8	0
- Cc1cc(C)nc(/N=C2/NC(=O)CS2)n1
 : 3	100	-5	27	8	0	0	-1.0	4
- CN(CC(=O)Nc1ccc(F)cc1)C(=O)CSc1nc2ncc(Cl)cc2[nH]1
 : -2	102	6	-29	-3	5	1	2.0	8
- CCCCCCC1CC(=CN(C)C)C(=O)O1 (configuration not stated)
 : 4	nt	nt	nt	-18	nt	nt	-0.4	10
- O=C(O)/C=C/c1ccc([N+](=O)[O-])o1
 : -3	130*	-1	-4	-3	-2	5	-2.0	2
- NNc1nnc(-c2ccccc2)c(-c2ccccc2)n1
 : -4	99	-6	-5	-7	9	1	-2.3	15
- Cc1cccc(NCc2nc(SCC(=O)Nc3ccccc3)n[nH]2)c1
 : -7	100	9	3	8	1	11	-0.1	1
- OCCN=C(c1ccccc1)C12CN3CN(CN(C3)C1)C2
 : -1	101	-1	1	-2	2	2	4.7	19
- CCOC(=O)C(=NCCOC)NNc1cc(Cl)ccc1Cl
 : -3	140*	4	-27	5	8	3	0.0	-6
- COc1cc(Cl)c(C)cc1NC(=O)CN1C(=O)C2CCCCC2C1=O (configuration not stated)
 : -3	nt	nt	nt	-4	-1	3	-0.8	7
- CCOC(=O)N1CCN(CC(=O)c2c(C)[nH]c3ccccc23)CC1
 : -2	99	-6	12	-1	4	-2	-3.6	20
- COc1ccc(CN2CC(=O)N(c3ccc(C)c(C)c3)C2=S)cc1OC
 : 5	99	-5	9	8	3	6	0.1	2
- CNC(=O)c1cccc2nc3ccccc3nc12
 : -4	103	-5	15	4	-8	nt	0.2	-2
- CCC(C)NC(=O)c1ccccc1NC(=O)c1ccc(CSc2ccc(C)cc2)cc1 (configuration not stated)
 : nt	95	3	11	-32	-3	6	2.7	8
- CC(C)Cc1cc(C(=O)Nc2ccc(Br)cc2)no1
 : -6	93	5	17	1	2	0	1.9	-13
- CCc1nnc2c(NCCc3ccc(OC)c(OC)c3)nc3ccccc3n12
 : -7	104	-7	40	10	nt	0	-1.4	3
- CC(c1ccccc1)n1cc(C(=O)NCc2ccccn2)nn1 (configuration not stated)
 : -1	103	-13	-7	-4	8	-1	-1.8	11
- CN(C)CCNc1ncnc2c1cnn2-c1ccc(Cl)cc1
 : -8	107	0	-9	11	3	8	17	8
- CC(=O)NNc1nc(-c2ccccc2)cs1
 : -2	102	-9	-12	-9	2	2	0.6	-6
- CCOC(=O)N1CCN(C(=O)COC(=O)COc2c(C)cc(C)cc2C)CC1
 : -1	nt	nt	nt	0	-2	16	0.8	24*
- CCO[C@H]1OC(C(=O)N2CCOCC2)=C[C@@H](c2coc3ccccc3c2=O)[C@@H]1CCCO
 : 1	98	-11	52	-9	5	0	-0.1	1
- O=C(Nc1cnn(Cc2ccc(Cl)cc2)c1)c1ccc([N+](=O)[O-])cc1
 : 3	98	2	4	20	0	-3	-1.7	0
- CC(=O)c1c(C)[nH]c(C(=O)COC(=O)CNS(=O)(=O)c2ccccc2)c1C
 : -2	95	-10	7	4	5	3	0.7	3
- CC/C(O)=C1\C(=O)CC(C)(C)CC1=NCCc1nc2ccccc2[nH]1
 : -4	91	-1	24	2	1	6	-2.8	4
- CC1=C(C(=O)NC2CCCC(C)C2C)C2(CCCCC2)OC1=O (configuration not stated)
 : 0	104	-5	14	5	5	8	0.5	6
- CCCC[n+]1ccc(-c2nc3ccc([N+](=O)[O-])cc3[nH]2)cc1
 : -10	86	-19	-8	-8	4	5	-0.2	-12
- O=C(Cc1cccs1)Nc1cccc([N+](=O)[O-])c1
 : 0	107	3	39	27	7	0	-0.2	4
- COc1cc2c(cc1Cl)C(=O)C(F)(c1ccccc1)C(=O)N2 (configuration not stated)
 : -10	96	8	-10	-8	3	2	3.0	-1
- CCOc1ccc(S(=O)(=O)N2CCN(CC(O)COc3cccc([N+](=O)[O-])c3)CC2)cc1 (configuration not stated)
 : -11	94	8	37	-3	1	6	-0.3	-18
- CCC1Nc2ncnc(N3CCOCC3)c2N(Cc2ccc(Br)cc2)C1=O (configuration not stated)
 : -4&-1	nt	nt	nt	4	3	-2	0.4	0&-4
- Cc1c(C(=O)N2CCN(C(c3ccccc3)c3ccccc3)CC2)oc2ccccc12
 : -7	nt	nt	nt	16	-5	4	1.1	-5
- O=C(COc1ccccc1)N[C@@H]1c2ccccc2CC[C@@H]1OCc1ccccc1
 : -1	nt	nt	nt	-3	nt	-2	0.2	-4
- Cc1ccc2sc(NC(=O)CSc3nc(C)cc(C)c3C#N)nc2c1
 : -9	102	-8	20	-22	-3	7	-1.3	10
- CC(C)(C)CC(=O)Nc1nn[nH]n1
 : 0	87	-2	3	14	1	3	1.1	10
- O=C(NCCCN1CCCC1=O)c1cc(-c2ccc3c(c2)OCO3)nc2ccccc12
 : 7	101	-8	38	-2	-1	3	0.4	-14
- O=S1(=O)CCN2C(Cc3ccc(SC(F)F)cc3)=CSC2=N1
 : -3	93	-17	-12	-1	1	3	-0.1	18
- S=C(NCc1ccco1)N/N=C/c1ccc(Cl)cc1
 : -6	101	-9	-5	-59	3	2	-0.4	-2
- O=C1NC2(CCCCCC2)Oc2ccccc21
 : -6	99	2	-1	-9	-1	6	0.5	4
- CC(C)N(Cc1nc(-c2ccccc2)no1)C(=O)CN(C)S(=O)(=O)c1ccccc1
 : 9	100	-6	58	-15	5	0	-2.9	8
- O=C(COC(=O)C1CC(=O)N(Cc2ccccc2)C1)Nc1cccc([N+](=O)[O-])c1 (configuration not stated)
 : -4	nt	nt	nt	3	0	2	0.0	1
- COc1cc(OC)cc(-c2cc3nc4c(c(N5CCN(c6ncccn6)CC5)n3n2)CCCC4)c1
 : -2	108	-9	18	16	4	-1	0.1	-4
- CN(C)c1nc(NNC(=O)c2ccccc2)nc(N(C)C)n1
 : -7	nt	nt	nt	16	nt	6	-1.1	-1
- N#Cc1cn(CCOc2ccc(F)cc2)c2ccccc12
 : -3	100	14	-13	9	5	0	26	-9
- Cc1cc(C(=O)N/N=C/c2c[nH]c3ccccc23)c(C)o1
 : -1	79	2	-1	7	6	4	-1.7	11
- CCOC(=O)c1ccccc1NC(=S)N1CCN(C(=O)c2ccco2)CC1
 : -5	101	2	4	2	-1	3	-0.7	-9
- Cc1cccc(Nc2nc(C)cc(C)c2C#N)c1
 : 4	103	-6	3	-3	0	3	0.0	2
- CCN(CC(=O)Nc1c(F)cccc1F)C(=O)c1ccc(-c2ccccc2)cc1
 : -3	nt	nt	nt	-13	-1	-9	0.4	-6
- O=C(Nc1cccc(Cl)c1)OCc1cn(-c2ccc(Cl)cc2)nn1
 : -3	nt	-11	-99	-3	4	4	0.0	19
- CN(CC(=O)Nc1ccc(F)cc1)C(=O)COc1ccc([N+](=O)[O-])cc1Cl
 : -6	83	-7	36	-16	-3	-3	-0.4	-3
- COc1cccc(CN(C)CCCn2cnc3c(OC)ncnc32)c1
 : -5	nt	nt	nt	-12	nt	nt	0.6	0
- Cn1cnnc1SCC(=O)NC1CCCN(Cc2ccccc2F)C1 (configuration not stated)
 : -12	102	-3	18	-17	2	5	1.1	-2
- O=C(COC(=O)c1ccc[n+]([O-])c1)Nc1ccccc1OC(F)F
 : -7	nt	nt	nt	9	0	-1	1.8	6
- Cc1ccc(CNC(=O)Cn2nnc(C(=O)Nc3ccc(Br)cc3)c2N)cc1
 : 0	101	0	54	-7	0	-1	-0.9	-9
- COc1ccc(C(=O)NC(=S)Nc2ccc(CN3CCOCC3)cc2)cc1OC
 : -6	97	2	22	9	1	nt	3.3	-3
- C=CCNC(=O)c1ccccc1Cl
 : -5	93	12	-6	-6	-2	9	0.9	6
- Cc1ccc(NC(=O)C/C(N)=N/OC(=O)Nc2cccc(Cl)c2)cc1
 : -5	nt	nt	nt	-4	3	-2	1.0	-1
- CCOC(=O)N1CCC(NC(=O)CNS(=O)(=O)c2ccc(Br)s2)CC1
 : nt	112	2	13	-6	-2	5	0.7	1

Limited to GalR3 antagonist, for some of the entries so far:
| SMILES | GalR3 antagonist |
| --- | --- |
| N#Cc1cn(CCOc2ccc(F)cc2)c2ccccc12 | -3 |
| Cc1ccc(CNC(=O)Cn2nnc(C(=O)Nc3ccc(Br)cc3)c2N)cc1 | 0 |

(next part)
Below each SMILES – GalR3 antagonist	MEKK3 PB1 HTS	p-CIP stab down	PHOSPHO1 block	CRFBP-R2 block	IDE inh	IDE act	CRFBP-R2 agonist	M4 PAM
- COc1ccc(NS(=O)(=O)c2cccc3nsnc23)cc1OC
 : -8	86	1	9	13	8	2	-1.2	-4
- O=C(Nc1nccs1)C(=O)c1c[nH]c2ccccc12
 : -6	104	-25	31	13	5	1	-0.8	-7
- CCOCC(=O)Nc1ccc2c(c1)OCCO2
 : 2	101	-6	-5	27	-5	-1	3.3	1
- Cn1c(=O)c2c(ncn2CC(=O)OCC(=O)Nc2ccccc2Cl)n(C)c1=O
 : -3	100	5	22	7	2	3	-1.3	6
- CCSc1nc2sc3c(c2c(=O)n1CC)CC(C)(C)OC3
 : 2	115	-10	4	-1	1	8	1.5	3
- Cc1cc(-c2cc(N)n(-c3ccccc3)n2)c(C)n1C1CCCC1
 : -7	89	-2	-13	8	-2	-1	0.8	15
- CCCn1c(SCC(=O)NCc2ccc(Cl)cc2)n[nH]c1=O
 : 6	101	-2	4	-6	-1	6	-0.6	-1
- Cc1cc(C)c2cc(C(=O)N(C)C3CCN(C)CC3)[nH]c2c1
 : -7	95	11	3	-7	6	9	0.6	-3
- CCOC(=O)CC(=O)CSc1nnc2sc3ccccc3n12
 : -3	102	-11	64*	26	3	-1	0.1	-1
- COc1cccc(N(C(=O)CNC(=O)c2ccco2)C(C(=O)NC2CCCC2)c2ccncc2)c1 (configuration not stated)
 : -2	94	-1	30	1	4	-1	0.7	-8
- Cn1ccnc1C1CCCCN1Cc1nc(-c2ccc3c(c2)OCO3)no1 (configuration not stated)
 : -7	99	-2	-12	18	5	0	-1.9	-25
- O=C(O)c1ccc(S(=O)(=O)c2ccc3c(c2)C(=O)N(NC(=O)c2ccncc2)C3=O)cc1
 : -4	103	-1	37	6	-1	5	-0.3	7
- Cc1ccc(CNC(=O)CCc2ccc(S(=O)(=O)NC3CCCCC3)cc2)cc1
 : -3	101	-44	-43	-31	-3	1	2.4	5
- CSC1=C(C#N)C(C)C2=C(CC(C)(C)CC2=O)N1 (configuration not stated)
 : -1	101	-15	6	1	-2	2	-2.1	-4
- COc1ccccc1C(=O)NNC(=O)c1ccc(C)cc1
 : -10	112	-11	30	16	-1	1	-1.2	-1
- CCOC(=O)Cc1cc(-c2ccc(OC)cc2)nc2ccc3ccccc3c12
 : 1	103	-4	-12	-94	3	3	13	-9
